PV pol inh: inhibitors of poliovirus RNA polymerase binding and polymerization; % elongation, % (compound at 16.7 µg/mL); poliovirus polymerase elongation, fluorescence polarization; hits give low values; P03300; AID 588519; 150,000 compounds, 0.66% hits; in the data active = % elongation below about 90%; also: some results filed as inactive read as strong as hits
Target sequence (P03300 1749-2209 limits assumed): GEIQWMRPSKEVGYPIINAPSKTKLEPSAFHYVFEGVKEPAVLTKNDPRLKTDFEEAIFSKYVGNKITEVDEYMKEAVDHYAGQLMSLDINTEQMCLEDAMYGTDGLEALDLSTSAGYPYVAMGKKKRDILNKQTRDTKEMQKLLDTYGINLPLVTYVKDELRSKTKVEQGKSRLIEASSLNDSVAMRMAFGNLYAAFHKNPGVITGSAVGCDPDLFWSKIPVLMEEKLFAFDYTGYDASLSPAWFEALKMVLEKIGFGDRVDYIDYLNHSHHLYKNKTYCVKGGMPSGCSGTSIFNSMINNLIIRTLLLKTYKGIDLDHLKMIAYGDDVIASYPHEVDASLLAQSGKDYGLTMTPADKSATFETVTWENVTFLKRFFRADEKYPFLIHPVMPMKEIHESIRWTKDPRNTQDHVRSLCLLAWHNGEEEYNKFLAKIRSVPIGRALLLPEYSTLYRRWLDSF
PV pol inh FP z-score: second read-out of PV pol inh, no call of its own (marks repeat the call); z-score; measured here: FP z-score; hits read low
An asterisk follows results filed as active. An excerpt; count on the stated rates, not on these rows.

Start of the listing, in advance:
Value order – PV pol inh | PV pol inh FP z-score
COc1cccc([C@@H]2Nc3ccc(C(=O)O)cc3[C@@H]3C=CC[C@@H]32)c1OC
    99 | -0.6
S=c1nc[nH]c2c1oc1ccccc12
    101 | -0.1

All compounds of this part, repeating the preview:
Value order – PV pol inh | PV pol inh FP z-score
COc1cccc([C@@H]2Nc3ccc(C(=O)O)cc3[C@@H]3C=CC[C@@H]32)c1OC
    99 | -0.6
S=c1nc[nH]c2c1oc1ccccc12
    101 | -0.1
CCc1nn2c(=O)cc(COC(=O)c3ccccc3NC(=O)COc3ccc(F)cc3)nc2s1
    105 | -0.2
O=C(NC1CCN(C(=O)C2CCCCC2)CC1)c1ccccc1
    99 | -0.3
CCNc1ccc2c(cc1=O)[C@@H](NC)CCc1cc(OC)c(OC)c(OC)c1-2
    100 | -0.1
O=C(NC(=S)Nc1cccc(C(F)(F)F)c1)c1ccccc1
    102 | -0.2
O=C(OCc1ccccc1Cl)c1ccc(-c2nnn(Cc3ccccc3)n2)cc1
    105 | 0.2
Cc1cc(C)c(-n2cccc2CN)c(C)c1
    107 | 0.4
Cc1cc(C(=O)OCC(=O)N2CC3(C)CC2CC(C)(C)C3)c(C)o1 (configuration not stated)
    102 | -0.1
CCOC(=O)c1[nH]c2ccccc2c1NC(=O)c1ccc(OCC)cc1
    106 | 0.4
CSc1nc(NC(N)=S)nc(NC(C)C)n1
    101 | -0.3
COc1ccc(NC(=O)c2cccc(S(=O)(=O)N3CCCC3)c2)c(OC)c1
    97 | -0.2
C=CCc1c(C)[nH]c2ccccc2c1=O
    103 | 0.4
CC(=O)Nc1cc2nn(-c3ccccc3)nc2cc1C
    106 | 0.4
Cc1cccc2cc(CN(C(=O)c3ccco3)C3CCCC3)c(=O)[nH]c12
    102 | 0

Value order – PV pol inh | PV pol inh FP z-score
CCN1C=C(C(=O)OC)C(c2cc3c(cc2Br)OCO3)C(C(=O)OC)=C1
    103 | 0.2
Cc1noc(C)c1COC(=O)CC1Sc2ccccc2NC1=O (configuration not stated)
    103 | -0.1
Cc1csc(=O)n1CC(=O)OCC(=O)c1ccc(C(C)(C)C)cc1
    106 | 0.4
Cc1ccc2oc(=O)c3cnn(CC(=O)NC(C)C)c3c2c1
    102 | 0.4
CCCC(=O)c1cc(F)c(N2CCOCC2)cc1C
    100 | -0.5
COc1ccc(OC)c(C(C)NC(=O)Cn2c(=O)cc(C)c3c(C)nn(-c4ccc(C)cc4)c32)c1 (configuration not stated)
    104 | -0.5
COc1ccccc1/C=N/n1cnnc1SCC(C)(C)NS(=O)(=O)c1ccc(C)cc1
    101 | -0.2
CCn1c(C)nc2c(=O)oc3ccccc3c21
    99 | -0.7
Cc1nn(-c2ccccc2)c(Cl)c1C(=O)OCC(=O)N1CCCC1
    103 | -0.4
O=C(Nc1cccc2cccnc12)c1ccc(Br)o1
    102 | -0.2
CC(C)(C)NSc1nc2ccccc2s1
    100 | -0.7
O=C(Cn1cnc(S(=O)(=O)N2CCCCC2)c1)N1CCc2ccccc21
    100 | -0.5
CCCCC1CCC(C(=O)Nc2c3c(nn2-c2ccc(F)cc2)CS(=O)(=O)C3)CC1 (configuration not stated)
    100 | -0.8
CC(=O)N1CCc2cc(Br)cc(S(=O)(=O)CCC(=O)Nc3ccc(C)cc3Cl)c21
    105 | 0
O=C(/C=C/c1ccc2c(c1)OCCCO2)N1CCN(C2CCS(=O)(=O)C2)CC1 (configuration not stated)
    104 | 0.2

3 compounds picked at random from the list so far:
Value order – PV pol inh | PV pol inh FP z-score
COc1ccccc1/C=N/n1cnnc1SCC(C)(C)NS(=O)(=O)c1ccc(C)cc1
    101 | -0.2
COc1ccc(OC)c(C(C)NC(=O)Cn2c(=O)cc(C)c3c(C)nn(-c4ccc(C)cc4)c32)c1 (configuration not stated)
    104 | -0.5
Cc1nn(-c2ccccc2)c(Cl)c1C(=O)OCC(=O)N1CCCC1
    103 | -0.4

Other entries:
Value order – PV pol inh | PV pol inh FP z-score
CCc1nn(CC(=O)NCC(C)c2ccccc2)c(=O)c2cc3c(OC)cccc3n12 (configuration not stated)
    106 | -0.1
CCc1ccccc1NC(=O)N1CCN(c2nnc(C)c3c(C)n(-c4ccccc4)nc23)CC1
    99 | -0.6
Cc1nnc(NC(=O)CSc2nnc(CNC(=O)c3ccccc3F)n2C)s1
    102 | 0
COc1ccc2c(c1)c1c(c(=O)n(-c3ccccc3C)c(=O)n1CC(=O)Nc1c(C)cccc1C)n2C
    108 | 0
O/N=C/c1nc2cc(Cl)ccc2o1
    76* | -2.9*
O=C(O)c1cc(-c2ccc(O)cc2)on1
    101 | -0.2
O=C(Nc1ccccc1)c1cccc(N2CCCC2=O)c1
    101 | -0.1
O=C1CC(c2ccccc2)Cc2[nH]c(=O)c(-c3nc(-c4ccc(F)cc4)cs3)cc21 (configuration not stated)
    104 | -0.4
Cc1ccc2c(=O)c(C(=O)c3ccc(F)cc3)cn(CC(=O)NCc3ccccc3)c2n1
    112 | 0.9
Cc1ccc2c(Cl)cc(Cl)c(OCC(=O)N(C)Cc3ccccc3)c2n1
    102 | 0
CCOc1ccc(Br)cc1S(=O)(=O)N(C)C1CCCCC1
    103 | 0.2
CC(Oc1ccccc1)C(=O)N/N=C/c1ccccc1 (configuration not stated)
    101 | -0.1
COC(=O)CC1C(=O)NCCN1C(=O)C1c2ccccc2Oc2ccccc21 (configuration not stated)
    101 | -0.2
Cc1ccccc1Cn1c2ccccc2c2cnn(CC(=O)NCCc3ccc(Cl)cc3)c(=O)c21
    107 | -0.1
Cc1ccc2c(c1)N(C(=O)CCC(=O)N1CCC3(CC1)OCCO3)CC(C)O2 (configuration not stated)
    101 | -0.7

Look-ups from the entries so far:
Result of `Cc1ccc2oc(=O)c3cnn(CC(=O)NC(C)C)c3c2c1` in PV pol inh FP z-score: 0.4
Result of `C=CCc1c(C)[nH]c2ccccc2c1=O` in PV pol inh: 103
Result of `CCCC(=O)c1cc(F)c(N2CCOCC2)cc1C` in PV pol inh: 100
Result of `S=c1nc[nH]c2c1oc1ccccc12` in PV pol inh: 101
Result of `COC(=O)CC1C(=O)NCCN1C(=O)C1c2ccccc2Oc2ccccc21` (configuration not stated) in PV pol inh FP z-score: -0.2

Next section.
Value order – PV pol inh | PV pol inh FP z-score
CN(C)c1ccc(/C=N/N)cc1
    106 | 0.6
Cc1cccc(NC(=O)CCN2C(=O)/C(=C\c3ccccc3)SC2=S)c1
    102 | 0.1
Nc1cc(=O)[nH]c(SC(C(=O)N2CCCC2)c2ccccc2)n1 (configuration not stated)
    102 | -0.2
CCc1ccc(NC(=O)c2cc3c(=O)n(Cc4cccs4)ccc3nc2C)cc1
    119 | 2.5
O=C(COc1coc(CN2CCc3ccccc32)cc1=O)OCc1ccccc1
    106 | 1.3
COc1ccc(NC(=O)NC(=O)C(F)(F)F)cc1
    101 | 0.5
O=c1c2cccnc2ncn1CCCN1CCOCC1
    102 | 0.1
COC(=O)CSc1nc2ccccc2n1CC(=O)N1C(C)CCCC1C (configuration not stated)
    102 | 0.1
O=C(O)CSCc1nc2ccccc2c(=O)[nH]1
    102 | -0.3
CC(C)(O)C#Cc1ccc(C(=O)NCC(c2ccccc2)c2ccccc2)cc1
    102 | -0.1
NC(=O)c1cc2c(n(-c3ccccc3)c1=O)CCCC2=O
    101 | -0.2
CN(C(=O)COC(=O)c1ccc(Cl)c(S(N)(=O)=O)c1)C1CCS(=O)(=O)C1 (configuration not stated)
    100 | -0.6
CCn1c(O)c(N=NC(N)=S)c2ccccc21
    76* | -2.6*
CCN1CCN(C(=O)c2ccc3c(c2)N(Cc2ccc(F)cc2)C(=O)c2ccccc2S3(=O)=O)CC1
    102 | -0.9
CC12CC3(C)CC(N)(C1)CC(C(=O)O)(C2)C3
    98 | -0.2

Value order – PV pol inh | PV pol inh FP z-score
Clc1ccccc1-c1cc(-c2nnco2)c2ccccc2n1
    103 | 0.5
CN(C)S(=O)(=O)c1ccc(C(=O)NCC(=O)NN)cc1
    101 | 0
CC[N+](CC)(CC)CCC(O)(c1ccccc1)C1CCCCC1 (configuration not stated)
    99 | -0.7
CC(C)c1nnc(NC(=O)c2ccccc2)s1
    104 | 1
O=C(CSc1ccc2c(c1)OCCO2)NC1CCS(=O)(=O)C1 (configuration not stated)
    106 | 0.5
CCN1C(=O)c2ccccc2S(=O)c2ccc(C(=O)N3CCCCC3)cc21 (configuration not stated)
    101 | -0.2
CN(C)c1ccc(/C=C2\CCCC3C2=NN(C(=S)NC(=O)c2ccco2)C3c2ccc(N(C)C)cc2)cc1 (configuration not stated)
    112 | 1.5
CC(C)(C)NC(=S)NNc1c(Cl)cncc1Cl
    103 | 0.6
COc1cc2c(C(=O)N3CCN(c4cccc(C(F)(F)F)c4)CC3)cn(CC(C)C)c(=O)c2cc1OC
    107 | 0.3
Cc1c(CNCc2ccc(OC(C)C)cc2)c(C(=O)O)c(C)n1Cc1ccc(Cl)cc1
    104 | -0.5
CCOc1ccccc1N(C)C(=O)c1cc2c(=O)n(CC)c3ccccc3c2s1
    103 | 0.3
Cc1ccc(OCC(=O)Nc2nonc2-c2ccc(Br)cc2)cc1
    104 | -0.4
CCn1c(=O)cc(SCC(=O)NCCCN2CCN(c3ccc(F)cc3)CC2)c2ccccc21
    100 | -0.4
Cc1cccc(NS(=O)(=O)c2ccc3[nH]c(=O)ccc3c2)c1C
    100 | -1.4
N#Cc1ccccc1Sc1ccccc1C(=O)N1CCN(CC(=O)N2CCCC2)CC1
    98 | -0.6

Value order – PV pol inh | PV pol inh FP z-score
COc1cccc2c1cc1c(=O)n(CC(=O)N3CCN(c4ccccc4)CC3)nc(C)n12
    104 | -0.6
O=C(NC1CCCCCCC1)c1nnc(-c2cccc(Cl)c2)o1
    100 | -0.7
O=C(Oc1ccc(Cl)c(Cl)c1)c1ccccc1F
    105 | 0.2
CC1=C(C(=O)OCc2ccccc2)C2(O)C(=O)c3ccccc3C2(O)N1 (configuration not stated)
    98 | -0.3
CCSc1nnc(NC(=O)C2CC(=O)N(c3ccccc3OC)C2)s1 (configuration not stated)
    107 | 0.2
CN(C)C(=S)NC(C)(C)C
    101 | 0
COc1ccc(-c2[nH]c3c(=O)n(C)c(=O)n(C)c3c2O)cc1OC
    99 | -0.9
CCC(C)NC(=O)c1cc2c(=O)n(CC)c3ccccc3c2s1 (configuration not stated)
    104 | 1
CCn1c(=O)cc(SCC(=O)Nc2ccc(F)cc2)c2ccccc21
    99 | -0.7
Cc1cccc(C2=NC(C(F)(F)F)(C(F)(F)F)N=C(c3ccco3)O2)c1
    102 | 0.5
C#CCOc1nc(OCC#C)nc(N(c2ccccc2)c2ccccc2)n1
    104 | 0.5
CCOC(=O)Cc1ccc(NC(=O)NCc2c(-n3cccc3)sc3c2CCCC3)cc1
    105 | -0.6
COc1ccc(C)c2sc(=NC(=O)C(C)(C)C)n(C)c12
    101 | -0.1
COc1ccc(-n2c(-c3cccc(F)c3)nc3c(cnn3-c3ccc(C)cc3)c2=O)cc1
    109 | 0.1
COc1ccc(C(=O)C(C)Sc2nnc(-c3ccccc3OC)n2C)cc1 (configuration not stated)
    98 | -0.5

Value order – PV pol inh | PV pol inh FP z-score
OC(CNCC1(N2CCCCC2)CCCCC1)COCc1ccccc1F (configuration not stated)
    96 | -0.4
Cc1ccc(CC(=S)N2CCOCC2)cc1
    96 | -1.9
OC(CN=Cc1ccccc1)c1ccccc1 (configuration not stated)
    99 | -0.7
O=S(=O)(N1CCCCC1)N1CCNCC1
    103 | 0.2
Cc1ccc(NC(=O)C(=O)NCc2ccc(Cl)cc2)cc1
    99 | -0.9
COc1ccc(CN(C)c2nc(C(F)(F)F)nc3ccccc23)c(OC)c1
    108 | 0.6
COc1cccc(CNC(=O)c2cc(-c3cccs3)nc3ccccc23)c1
    108 | 0.5
O=C1CCCCCN1Cc1nnc(SCCN2C(=O)c3ccccc3C2=O)o1
    102 | -0.1
O=C(COc1cc2oc(=O)cc(-c3ccccc3)c2cc1Cl)NC1CC1
    101 | -0.4
COc1ccc(/C=C2\Oc3ccccc3N(CC(=O)N3CCOCC3)C2=O)cc1
    102 | 0
COc1cccc(NC(=O)N(Cc2nc3ccccc3c(=O)[nH]2)C2CCCCC2)c1
    102 | 0.1
CC1=C(C#N)C(c2c[nH]c3ccccc23)C2=C(CCCC2=O)N1 (configuration not stated)
    102 | 0.2
O=C(O)CCC(=O)Nc1ccc(O)c(C(=O)O)c1
    87* | -1.2*
O=C(Nc1ccccc1)N1CCCCC1
    101 | -0.1
Cc1ccc(-c2nn(-c3ccccc3)cc2CN(Cc2ccccc2)C(=O)c2ccco2)o1
    101 | 0.3

Value order – PV pol inh | PV pol inh FP z-score
O=S(=O)(c1cccc(S(=O)(=O)N2CCCCC2)c1)c1cccc(S(=O)(=O)N2CCCCC2)c1
    104 | 1.5
Cc1c(-c2ccc(Cl)cc2)c(=O)oc2c(CN3CCN(CCO)CC3)c(O)ccc12
    106 | -0.3
Cc1nc(SCc2cccc(Cl)c2)nc2c1CCCC2
    101 | -0.4
O=C(Nc1ccccc1)c1cc2c(-c3ccccc3)nn(-c3ccccc3)c2s1
    104 | 0
CCC(CC)C(=O)NCc1nc2cccnc2n1Cc1ccc(F)cc1
    102 | -1.4
Cc1ccc(S(=O)(=O)c2cn(Cc3ccccc3)c3cc(N4CCCC4)c(F)cc3c2=O)c(C)c1
    109 | 0.4
COc1cc(OC)c(NC(=O)CCc2c(C)nc3c(c2C)c(=O)n(C)c(=O)n3C)cc1Cl
    101 | 0.4
CCc1ccc(N2C(=O)/C(=C/C=C/c3ccco3)N(CC(=O)OC)C2=S)cc1
    109 | 3.3
COc1cccc2c1CC/C(=C\c1ccc(N(C)C)cc1)C2=O
    74 | -4.9
CCOC(=O)c1sc2ncn(/N=C/c3ccc4c(c3)OCCO4)c(=O)c2c1C
    102 | 0.2
COc1ccc(C(=O)NCC(c2ccc(N(C)C)cc2)N2CCOCC2)cc1 (configuration not stated)
    104 | 0.2
CCOC(=O)c1c(C)oc2c1c(C(c1ccccc1)N1CCOCC1)c(O)c1ccccc12 (configuration not stated)
    105 | 0.3
Cc1nn(-c2ccccc2)nc1C(=O)NC(=O)N1CCSCC1
    105 | 0
Cc1cc(C(=O)NCc2ccc(C)o2)n[nH]1
    100 | -1.4
O=C(Nc1nccs1)C(c1ccccc1)N1CCOCC1 (configuration not stated)
    101 | -0.5
Cn1cnc2cc(NCc3ccccn3)ccc21
    104 | 0.5
FC(F)(F)c1cnc(NCc2nnc3ccccn23)c(Cl)c1
    105 | 0.6
CC(C)CC(=O)N=Nc1c(O)[nH]c2ccc(Br)cc12
    100 | -0.4
